# TTR transcr act – TTR transcription activation, primary screen; activation, % at 16.7 µM; 92,000 tested, 1.3% active; SH-SY5Y TTR promoter Gaussia luciferase, luminescence; 100% = recombinant luciferase protein wells; AID 1117267;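 active = activation above the mean of all tested compounds plus 3 SD, cut at about 9.5% in these data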;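 note: cells exposed to compounds for one day before reading; 0% = median of all test compound wells on the plate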
# Active calls of the source: *. Only part of the results is shown, so the mix of outcomes need not match the whole.
Compound,TTR transcr act
C[C@H](CO)N1C[C@H](C)[C@@H](CN(C)C(=O)Nc2ccc3c(c2)OCO3)Oc2c(NC(=O)Cc3ccccc3)cccc2C1=O,3.0
CC(C)(C)NC(=O)C(c1cc2ccccc2o1)n1c(=O)c(-c2ccco2)nc2ccccc21 (stereo not drawn),-0.4
O=C(Nc1nnc(SCc2ccccc2Cl)s1)C1COc2ccccc2O1 (stereo not drawn),-0.9
O=C(CSc1ccc(-c2ccccc2)nn1)N1CCCCC1,-2.5
CC(C)Nc1nnc(SCC(=O)c2c(N)n(Cc3ccccc3)c(=O)n(C)c2=O)s1,2.9
CC(=O)Nc1c(C)ccc([N+](=O)[O-])c1C,1.6
CCN(CC)CCOC(=O)c1ccc(NC(=O)CCCN2C(=O)/C(=C/c3cccs3)SC2=S)cc1,-2.2
COc1ccc(C(C)(C)C)cc1NC(=O)c1cccc(S(=O)(=O)N2CCN(C(C)=O)CC2)c1,-0.6
COCCCN1C(=O)C(CC(=O)NCCc2ccccn2)CC(C(=O)N(C(C)C)C(C)C)=C1C (stereo not drawn),1.0
COc1ccccc1CCN1CCCC(CN(C)C(=O)c2ccco2)C1 (stereo not drawn),0.6
CC(CCN1CCN(CCO)CC1)c1ccccc1 (stereo not drawn),0.7
CC(=O)c1cc2c(C)cc(=O)oc2cc1O,0.4
CC(C)OCCCNc1nc2c([nH]1)c(=O)n(C)c(=O)n2C,0.6
N#Cc1c(NCCO)ccc([N+](=O)[O-])c1NCCO,0.5
Cc1ccc(C)c(S(=O)(=O)N2CCN(C(=O)c3n[nH]c(=O)c4ccccc34)CC2)c1,-1.8
CCOc1ccc(C(=O)N2CCC3(CC2)NCCc2[nH]cnc23)cc1OCC,-0.5
O=[N+]([O-])c1ccc(N2CCN(Cc3ccncc3)CC2)cc1,-0.6
O=C(CCCCCN1C(=O)CCC1=O)Nc1ncn[nH]1,0.8
Cc1cccn2c(=O)c(C=Nc3ccccc3)c(NCCO)nc12,3.1
COc1ccc(C(CNC(=O)c2ccc(N3CCCC3=O)cc2)N2CCCC2)cc1 (stereo not drawn),0.7
Brc1nc(-c2ccccc2)nc(-c2ccccc2)c1Br,-0.9
COc1ccc(C2c3[nH]c4ccccc4c3C[C@H]3C(=O)N(c4ccccc4C(=O)N4CCC[C@@H]4C(=O)O)C(=O)N23)cc1 (stereo partly drawn),-1.4
Cc1cc(C(=O)N/N=C/c2ccc3c(c2)OCO3)c(C)o1,-0.4
CC1(C)CC(=O)C(C=NCCN2CCN(C(=O)CCl)CC2)=C(O)C1,11.8*
Cc1cc(N)n(-c2ccc(C)c(C)c2)n1,-2.7
CC(/C=N/NC(=O)c1nnn(-c2nonc2N)c1C(C)C)=C\c1ccco1,2.5
CC1=CC(=Nc2c(C)n(C)n(-c3ccccc3)c2=O)C=C(C)C1=O,-0.7
Cc1ccc(CNC(=O)c2ccc(CN3CCOCC3)cc2)cc1,3.5
CCC1CCC(NC2CCCCNC2=O)CC1 (stereo not drawn),1.3
Cc1nn(CCCC(=O)Nc2cc(Oc3ccccc3)cc([N+](=O)[O-])c2)c(C)c1[N+](=O)[O-],0.4
CC(=O)c1ccc(OCCNS(=O)(=O)c2ccc(-n3cnnn3)c(C)c2)cc1,-0.8
COc1ccc(S(=O)(=O)N(CC(=O)NN=C2CCN(C)CC2)c2ccc(C)cc2)cc1OC,0.1
CN(C)S(=O)(=O)c1ccc(Cl)c(NC(=O)CN2C(=O)NC3(CCCC3)C2=O)c1,-0.3
CCCCCCCCN1C(=O)[C@H](CC(=O)NCc2ccc(OC)c(OC)c2)C[C@@]2(C(=O)OCC)CCCC=C12,-1.1
CCN(Cc1ccccc1)c1cc2c(c3c1ccn3C)C1CCC2O1 (stereo not drawn),2.6
CC(C)Oc1ccc(C(=O)NNC(=O)c2ccccc2C(=O)O)cc1,2.1
Cc1ccc([N+](=O)[O-])cc1S(=O)(=O)Nc1cccc(S(=O)(=O)Nc2ccccc2C(=O)O)c1,1.0
CC(Oc1ccc(Cl)cc1)C(=O)N(C)CC(=O)Nc1ccc(N2CCOCC2)cc1 (stereo not drawn),-0.3
CC(=O)Cn1ncc(N2CCCCC2)c(Cl)c1=O,-0.1
Cn1nc(C(C)(C)C)c(NC(=O)c2ccc(F)cc2)c1C(C)(C)C,9.3
CCC(C)c1ccc(NC(=S)NCc2ccccn2)cc1 (stereo not drawn),-0.9
C=CCn1c(SC(CCO)C(=O)NCc2ccco2)nc2sc3c(c2c1=O)CCC3 (stereo not drawn),0.7
O=C(Nc1ccc2ccccc2c1)C(c1ccccc1)n1c(=O)c(-c2cc3ccccc3[nH]2)nc2ccccc21 (stereo not drawn),0.5
Cc1ccc2cc(CN(Cc3ccccc3)Cc3nnnn3C3CCCC3)c(=O)[nH]c2c1,-2.2
Cc1cc(C)c(C#N)c(N2CCN(C(=O)C3COc4ccccc4O3)CC2)n1 (stereo not drawn),-1.5
COc1ccc(NC(=O)C2c3ccccc3OCC(=O)N2Cc2ccc3c(c2)OCO3)cc1 (stereo not drawn),0.6
Cc1ccc(C)c(N/C(N)=N/c2nc(C)cc(C)n2)c1,-1.3
COc1cccc(CSc2nnc(CSc3nc4nc(C)cc(C)n4n3)s2)c1,-1.7
CC(=O)c1ccccc1NC(=O)CCN1C(=O)C2CCCCC2C1=O (stereo not drawn),-0.4
N#CC[C@H](Cc1ccccc1)N1CCN(Cc2ccccc2)CCC1=O,1.6
O=C(N/N=C/c1ccc(C(F)(F)F)cc1)c1ccc(O)cc1,4.5
CC(C)NC(=O)CN1CCN(C(c2ccnc3ccccc23)c2nnnn2-c2ccc3c(c2)OCCO3)CC1 (stereo not drawn),3.6
COCc1cc(C)nc2sc(C(=O)Nc3ccc(C(=O)OC)cc3)c(N)c12,-0.3
CCOc1cc(Br)c(C(=O)O)cc1OC,-1.1
CCOc1ccc2[nH]c(C(=O)N/N=C/c3cc(OC)c(OC)c(OC)c3)cc2c1,-2.2
COCc1cccc(-c2csc(C(NC(C)=O)c3ccc(F)c(F)c3)n2)c1 (stereo not drawn),4.9
CC(C)CNC(=O)CSc1ccc(Cl)cc1,-4.0
CSc1ccc(/C=N/NC(=O)c2cccc(O)c2)cc1,4.9
CCCCn1nnnc1C1(C)CCC(=O)N1CCc1ccccc1F (stereo not drawn),-0.2
COc1ccc(/C=C/C(=O)OC2CCCN(C)C2)cc1 (stereo not drawn),3.9

# Going on with the list:
Compound,TTR transcr act
OCCC1CN(Cc2ccncc2)CCN1C1CCCC1 (stereo not drawn),0.3
CC(=O)c1cnc2cc(-c3cccc(Br)c3)nn2c1C,9.7*
CSC(=NCc1ccco1)NC#N,5.7
CCCCC(=O)Nc1ccc(NC(=O)c2cccs2)cn1,2.0
S=C(NCc1ccco1)N1CCN(c2ccccn2)CC1,-1.9
CCC(C)C(CO)NCCCn1cnc2c(SC)ncnc21 (stereo not drawn),0.7
Nc1[nH]ncc1-c1ccc(F)cc1,-0.5
COc1cccc(NC(=O)COc2ccc(N3CC(C(=O)NCC(C)C)CC3=O)cc2)c1 (stereo not drawn),5.2
CCc1nnc(NC2=NCCC2)s1,-0.4
Cc1ccccc1NS(=O)(=O)c1cc(C(=O)NCCC2=CCCCC2)ccc1C,4.8
O=C1C=CC(=O)N1Cc1ccccn1,-0.5
COc1ccc(CN2CCN(C(=O)c3ccc4nc(N5CCOCC5)sc4c3)CC2)c(OC)c1OC,0.2
O=C1NN(c2ccccc2)C(=O)/C1=C/c1coc2ccccc2c1=O,-2.3
COc1ccc(-c2cc(C(=O)N3CCN(c4ccccn4)CC3)c3ccccc3n2)cc1,-1.7
O=C1NCCCC1C(=O)N/N=C/c1cc([N+](=O)[O-])ccc1O (stereo not drawn),3.0
Cc1ccc(S(=O)(=O)N2CCCCC2)cc1NC(=O)CCNC(=O)c1ccccc1,0.9
O=S(=O)(c1ccccc1F)N1CCCc2ccccc21,-1.4
COCCn1c(SCC(=O)Nc2cccc(S(N)(=O)=O)c2)nc2ccccc21,3.5
C=C(C)C1CC=C(CN2CCC(C(=O)OCC)CC2)CC1 (stereo not drawn),0.4
COc1ccc(-c2csc(NC(=O)c3cc(=O)c4ccccc4o3)n2)cc1OC,-2.8

# Individual results from the entries so far.
# Result of COCCCN1C(=O)C(CC(=O)NCCc2ccccn2)CC(C(=O)N(C(C)C)C(C)C)=C1C (stereo not drawn) under TTR transcr act: 1.0
# Result of CCC1CCC(NC2CCCCNC2=O)CC1 (stereo not drawn) under TTR transcr act: 1.3
# Result of O=C(N/N=C/c1ccc(C(F)(F)F)cc1)c1ccc(O)cc1 under TTR transcr act: 4.5
# Result of O=C(Nc1nnc(SCc2ccccc2Cl)s1)C1COc2ccccc2O1 (stereo not drawn) under TTR transcr act: -0.9

# Further results
Compound,TTR transcr act
Cn1c(SCC(=O)N2CCCCCC2)nnc1-c1ccco1,1.5
CC(C)NC(=O)COc1ccc(S(=O)(=O)N2CCOCC2)cc1,2.3
Cc1ccc2cc(CN(Cc3nnnn3C3CCCC3)C3CCCCC3)c(=O)[nH]c2c1C,1.6
COC(=O)CC1C(=O)NC2CCCCC2N1C(=O)c1ccccc1 (stereo not drawn),-0.4
COC(=O)[C@]12C[C@H](CC(=O)NCc3ccc(C)o3)C(=O)N(Cc3ccc(Cl)cc3Cl)C1=C[C@H](COCc1ccccc1)O[C@@H]2C,-0.3
COc1ccc(-c2[nH]c(-c3ccc(C)cc3)nc2SCC(=O)Nc2nccs2)cc1,10.4*
CN(C)C(=O)c1ccc(Oc2ccc(C(=O)N(C)C)cc2)cc1,0.0
CC(C)COc1ccc(C(=S)N2CCCC2)cc1,-1.0
Cc1ccc2cccc(Oc3cnccn3)c2n1,-0.6
CNC(=O)CSc1nnc(-c2ccco2)n1-c1cccc(C)c1C,-0.2
CCCOc1ccc(-c2nnn(CC(=O)N3CCCCC3)n2)cc1,0.6
COc1ccc(C(=O)Nc2scc(-c3ccc(Cl)cc3Cl)c2C(N)=O)cc1,0.3
CCCn1c(SCC(=O)N(C)CC(=O)Nc2ccc(Cl)cc2)n[nH]c1=O,2.3
CCCC(C)c1nnc(NC(=O)CCS(=O)(=O)c2ccccc2)s1 (stereo not drawn),1.1
Cc1cccc(C)c1NC(=O)C(C1CC1)n1c(=O)c(-c2ccco2)nc2ccccc21 (stereo not drawn),-2.0
CN(Cc1ccccc1)C(=O)OCc1cn(Cc2ccc(Cl)cc2)nn1,-0.6
O=C(CN(C(=O)CCC(=O)Nc1nccs1)c1ccc(F)cc1)NCc1ccccc1,0.7
O=C(Cc1ccccc1F)OCC(=O)N1CCc2ccccc21,0.0
COc1ccc(NC(=O)CN2CCN(c3c(C)cc(C)cc3C)CC2)cc1,0.4
C[C@H](CO)N1C[C@H](C)[C@@H](CN(C)C(=O)NC2CCCCC2)Oc2ccc(NC(=O)CCC(F)(F)F)cc2C1=O,-1.4

# Compounds from the list above that have a CF3 group (two):
Compound,TTR transcr act
O=C(N/N=C/c1ccc(C(F)(F)F)cc1)c1ccc(O)cc1,4.5
C[C@H](CO)N1C[C@H](C)[C@@H](CN(C)C(=O)NC2CCCCC2)Oc2ccc(NC(=O)CCC(F)(F)F)cc2C1=O,-1.4

# (continued)
Compound,TTR transcr act
CC(C)c1ccc(-c2noc(C3CCCN(C(=O)c4ccc(F)cc4F)C3)n2)cc1 (stereo not drawn),-4.5
Cc1ccc(SCCCCN2CCNCC2)cc1,-0.3
CCN=C1Sc2nc3ccc(OCC)cc3cc2CN1CCOC,0.6
CCN(CC)CCCNc1ccc(-c2nnc(-c3ccc(OCC(C)C)cc3)o2)cn1,-3.4
Cc1ccccc1OC(C)C(=O)N1CCN(c2ccccn2)CC1 (stereo not drawn),-0.7
O=C(Nc1cccc(Cl)c1)Nc1ccc(Br)cc1F,-6.4
CC(Sc1nc(N2CCCCC2)c2c(c1C#N)CCCC2)C(=O)O (stereo not drawn),2.3
COc1ccccc1N(CC(=O)NC(C)C)S(=O)(=O)c1cccs1,-1.9
CC1(C)CC(=O)C2=C(C1)N(c1ccc(F)cc1)C(=O)CC2c1ccsc1 (stereo not drawn),3.0
COC(=O)[C@]12C[C@H](CC(=O)NCCCCc3ccccc3)C(=O)N(Cc3ccc(Cl)cc3Cl)C1=C[C@H](C(C)C)O[C@@H]2C1CC1,2.0
O=C(Nc1ccc2c(c1)CCC2)c1cccs1,-2.1
O=C(c1ccc2c(c1)[nH]c(=S)n1c3ccccc3nc21)N1CCN(c2cccc(Cl)c2)CC1,0.3
Cc1onc(-c2ccccc2)c1-c1nc2cc(Cl)ccc2c(=O)o1,2.7
Cc1ccc(NC(=O)Cn2c(O)c(N=NC(N)=S)c3ccccc32)cc1,0.3
CC[C@@H](C)[C@@H]1CN([C@@H](CN2CCC[C@H]2CN2C(N)=NC[C@H]2CC(C)C)C(C)C)C(=N)N1CCCC1CCCC1,1.8
COc1cccc(C(=O)Nc2nnc(Cc3ccc(OC)c(OC)c3)s2)c1,-0.8
CCOC(=O)N1CCN(CC(c2ccccc2)c2ccccc2)CC1,-3.2
O=C(Cn1ncc(N2CCCC2)c(Cl)c1=O)c1ccc(Cl)cc1,-0.9
NC(=O)CC(NC(=O)Cc1cccc2ccccc12)c1ccc(NCCCN2CCCC2=O)c([N+](=O)[O-])c1 (stereo not drawn),0.0
Cc1ccc(NC(=S)Nc2cccc(-c3n[nH]c(=S)o3)c2)cc1,74.0*
O=C(COC(=O)c1nc(Cl)ccc1Cl)NCc1ccccc1,0.0
S=c1[nH]nc2ccccn12,-0.2
O=C(NNc1c(Cl)cccc1Cl)c1c(F)cccc1Cl,0.2
CCOC(=O)CCc1ccc(NC(=O)/C=C/c2ccc([N+](=O)[O-])o2)cc1,-5.8
Cn1c(CNS(=O)(=O)c2ccc(Cl)cc2)cc(=O)n(C)c1=O,1.2

# Some of these compounds in order of molar mass, lowest first:
Compound,TTR transcr act
S=c1[nH]nc2ccccn12,-0.2
O=C(NNc1c(Cl)cccc1Cl)c1c(F)cccc1Cl,0.2
O=C(COC(=O)c1nc(Cl)ccc1Cl)NCc1ccccc1,0.0

# Compound activity as filed in PubChem BioAssay.
